Compound activity deposited in PubChem BioAssay by National Center for Advancing Translational Sciences (NCATS).
Lamin A splicing = changes lamin A minigene splicing in HeLa cells | HeLa LMNA splicing GFP/RFP minigene ratio, 48 h | Potency, µM (highest dose often 46.1 µM), for inactives: top-dose ratio change, negative = inhibition, hits mostly inhibitors | hit rate 0.01% among 200,000 | AID 1487; active = well fitted inhibition curve with a large enough effect in the signal ratio, with a control signal flat, not every such curve was filed as active; inconclusive = small, poorly fitted or top-dose-only effect, or effect the other way, or a change in a side signal; the % refers to the signal ratio; note: % is set by controls: 0 for no effect and ±100 for the full control effect
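Read-out is the ratio of GFP to DsRed2 object intensity, acquired by 488 nm laser-scanning cytometry on HeLa lamin A-EGFP minigene reporter cells. Compound incubation 48 hrs at 37 °C in Opti-MEM with 2% FBS; DMSO 0.5% final.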
GoLoco inh red = RGS12 GoLoco-Gai1 interaction inhibition | P63096 | Gai1:RGS12 GoLoco peptide FP, rhodamine, 10 min | Potency, µM (titrated, usually from 61.6 µM), for the others: at the top dose activity, negative = inhibition, most hits filed as inhibitors | hit rate 0.44% among 230,000 | AID 880; active = well fitted inhibition curve with a large enough effect, not every such curve was filed as active; inactive = no such curve, though single readings can be large or run the other way; note: % is set by controls: 0 for no effect and ±100 for the full control effect; nearly all actives have a fitted effect of over 30% in size; many of its hits are not listed in these tables
SMN2 splice enh = increases expression of the SMN2 splice variant | HEK293 SMN2-luciferase splicing reporter, luminescence, 30-36 h | Potency, µM (series often up to 46.1 µM), inactives show at the highest dose activity change, positive = activation, actives largely listed as activators | hit rate 2.8% among 210,000 | AID 1458; note: % of control where 0% means no effect; nearly all actives have a fitted effect of over 55% in size
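HEK293 cells carry an SMN2 […]–luciferase reporter in which exon 7 inclusion puts luciferase in frame. Cells were plated 10-12 h before compound addition, then incubated 30-36 h at 37C. ONE-Glo luminescence was read; sodium butyrate at 4.5 mM final served as control.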
TRb SRC2 PPI = disrupts binding of human TR beta to SRC2 | TRbeta-SRC2 peptide binding, fluorescence polarization; receptor liganded with 1 µM T3 | Potency, µM (titrated, usually from 106 µM), inactives show at the top dose activity change, negative = inhibition, actives largely listed as inhibitors | hit rate 0.065% among 280,000 | AID 1469;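 note: plate controls were bound peptide for no effect and peptide without receptor for full effect; nearly all actives have a fitted effect of over 50% in size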
Target sequence (P10828 whole entry, looked up): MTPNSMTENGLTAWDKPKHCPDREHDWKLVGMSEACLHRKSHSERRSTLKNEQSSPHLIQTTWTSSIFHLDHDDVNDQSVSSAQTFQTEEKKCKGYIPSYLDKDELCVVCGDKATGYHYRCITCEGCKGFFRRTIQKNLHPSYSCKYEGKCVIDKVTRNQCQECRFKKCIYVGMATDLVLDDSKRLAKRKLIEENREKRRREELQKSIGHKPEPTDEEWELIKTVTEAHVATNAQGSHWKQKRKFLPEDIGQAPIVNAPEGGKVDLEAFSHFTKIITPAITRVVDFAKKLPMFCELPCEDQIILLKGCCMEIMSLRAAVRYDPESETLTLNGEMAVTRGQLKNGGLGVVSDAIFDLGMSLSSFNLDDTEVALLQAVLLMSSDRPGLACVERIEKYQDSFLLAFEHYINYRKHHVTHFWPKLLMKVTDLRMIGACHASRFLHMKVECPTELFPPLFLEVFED
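Polarization signal, normalized between peptide-alone and full complex controls, measured compound effects on T3-liganded human TRb LBD (0.6 uM) binding 20 nM Texas Red SRC2 peptide after 5 hr.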
ALDH1A1 block = ALDH1A1 (human) enzyme inhibition; P00352; Purified ALDH1A1, NADH fluorescence, propionaldehyde substrate; Potency, µM (doses to about 75.3 µM), for inactives: at the top dose activity, negative = inhibition, hits mostly inhibitors; hit rate 7.3% among 220,000; active = well fitted inhibition curve with a large enough effect, not every such curve was filed as active; inconclusive = small, poorly fitted or top-dose-only effect, or another doubt; inactive = no such curve, though single readings can be large or run the other way;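 note: plate controls were no enzyme wells and a reference inhibitor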
TR SRC2 fluor cs = counter-screen for TRb-SRC2 inhibitors: fluorescence interference; TRb/SRC2 Texas Red total fluorescence interference; Potency, µM (top dose mostly 106 µM), for the others: top-dose fluorescence change, negative = quenching; hit rate 0.29% among 280,000; AID 1479; active = well fitted curve in either direction with a large enough effect; inconclusive = small, poorly fitted or top-dose-only effect; note: % is set by controls: 0 for no effect and ±100 for the full control effect
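Human TRb ligand-binding domain at 0.6 uM with 20 nM Texas Red SRC2 peptide in Tris buffer containing 1 uM T3 and 5% DMSO, incubated with compound 5 h at ambient temperature. Total fluorescence (555/632 nm) calculated as parallel + 2 × perpendicular.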
RECQ1 inh = inhibitors of human RECQ1 DNA helicase; RECQ1 DNA unwinding, red fluorescence kinetic read; Potency, µM (highest dose often 57.3 µM), for the others: at the top dose activity, negative = inhibition, usual class: inhibitors; hit rate 0.54% among 240,000;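 note: plate controls were vehicle for no effect and no enzyme for full effect; nearly all actives have a fitted effect of over 30% in size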
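RECQ1T1 50 nM; forked duplex (20 bp + 30-nt ss tails) 200 nM, ATP 2 mM final; pH 8.0, 2 mM MgCl2, 2.5 ug/ml poly(dI-dC); 15 min compound preincubation; discontinuous kinetic read over 2 h at RT.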
JMJD2E inh = JMJD2E (human) inhibition; hit rate 1.6% among 230,000; B2RXH2; JMJD2E catalytic domain, FDH-coupled NADH fluorescence (FDH is formaldehyde dehydrogenase); Potency, µM (highest dose often 57.1 µM), for the others: top-dose activity change, negative = inhibition, usual class: inhibitors; active = well fitted inhibition curve with a large enough effect, not every such curve was filed as active; inconclusive = small, poorly fitted or top-dose-only effect, or another doubt; inactive = no such curve, though single readings can be large or run the other way;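 note: 0% = wells with enzyme and -100% = buffer wells without enzyme; nearly all actives have a fitted effect of over 50% in size; many of its hits are not listed in these tables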
Target sequence (B2RXH2 1-337 limits assumed): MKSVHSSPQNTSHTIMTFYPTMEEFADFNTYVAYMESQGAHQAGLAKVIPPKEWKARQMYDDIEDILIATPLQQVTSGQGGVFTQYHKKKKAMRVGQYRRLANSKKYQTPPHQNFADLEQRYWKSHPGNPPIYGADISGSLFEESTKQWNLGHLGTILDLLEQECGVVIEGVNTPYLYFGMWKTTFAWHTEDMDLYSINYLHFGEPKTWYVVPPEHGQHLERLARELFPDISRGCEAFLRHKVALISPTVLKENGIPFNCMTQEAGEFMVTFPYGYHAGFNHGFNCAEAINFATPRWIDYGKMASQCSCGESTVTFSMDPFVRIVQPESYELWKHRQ
* = called active by the depositor; & = joins results of further samples; [ ] = dose if it differs, or a comment. Unless noted, calls come from the whole dose curve; as a rule, active = well fitted curve in the direction sought with a large enough effect; inconclusive = small, poorly fitted or top-dose-only effect, or another doubt; inactive = no such curve, though single readings can be large; an effect the other way counts as inactive or inconclusive. Potency is the fitted concentration of half-maximal effect. These rows are one share of the data. The share of hits here may be higher or lower than overall.

How did CCCCN1CCC(CCC(=O)c2cc(Cl)c(N)cc2OC)CC1 do in these assays?
GoLoco inh red: 13%&5%; SMN2 splice enh: -2%; TRb SRC2 PPI: 4%&2%; ALDH1A1 block: inconclusive; TR SRC2 fluor cs: 0%&-1%; RECQ1 inh: 8%; JMJD2E inh: 1%

How did COc1ccc2nc(/C=N/NC(=O)[C@@H]3CCCN3C(=O)OC(C)(C)C)ccc2c1 do in these assays?
GoLoco inh red: 2%; TRb SRC2 PPI: -5%; TR SRC2 fluor cs: -4%; RECQ1 inh: inactive; JMJD2E inh: inconclusive

Results for Cc1cc(NC(=O)CCC(=O)N(CC2CCCO2)C(C(=O)NC2CCCC2)c2cccnc2)no1 (stereo not given) ?
Lamin A splicing: 12%; GoLoco inh red: 8%; SMN2 splice enh: 8%; TRb SRC2 PPI: -12%; ALDH1A1 block: 8%; TR SRC2 fluor cs: 2%; RECQ1 inh: -5%; JMJD2E inh: -6%

Results for COc1cc(NC(=O)c2ccccc2NS(=O)(=O)c2ccc(Cl)s2)cc(OC)c1 ?
Lamin A splicing: inconclusive; GoLoco inh red: -1%; SMN2 splice enh: -74%[inhibitor]; TRb SRC2 PPI: 8%; ALDH1A1 block: 17%; TR SRC2 fluor cs: -5%; RECQ1 inh: inconclusive; JMJD2E inh: -27%

What do the screens show for `C=CCn1c(CNC(=O)c2cccs2)nnc1SCc1ccc(Cl)cc1Cl`?
Lamin A splicing: -23%; GoLoco inh red: -2%; TRb SRC2 PPI: 0%; ALDH1A1 block: 14%; TR SRC2 fluor cs: 1%; RECQ1 inh: -4%; JMJD2E inh: -9%

Results for COc1ccccc1CN1C[C@@H]2C[C@@H](c3[nH]c4c(C)cccc4c3C)N3CCC[C@@]23C1=O ?
GoLoco inh red: 2%; TRb SRC2 PPI: 3%; ALDH1A1 block: 3%; TR SRC2 fluor cs: 1%; RECQ1 inh: -11%; JMJD2E inh: -9%

What do the screens show for `CS(=O)(=O)N1CCN(C(=O)c2ccccc2)C1`?
Lamin A splicing: 1%; GoLoco inh red: -1%; SMN2 splice enh: 20%; TRb SRC2 PPI: 1%; ALDH1A1 block: 0%; TR SRC2 fluor cs: -4%; RECQ1 inh: -5%; JMJD2E inh: 3%

What do the screens show for `Cc1ccc(N=Cc2c(C)[nH]n(-c3ccccc3)c2=O)nc1`?
GoLoco inh red: 3%; TRb SRC2 PPI: 3%; TR SRC2 fluor cs: -3%; RECQ1 inh: -4%; JMJD2E inh: inconclusive

What do the screens show for `Cc1nc(=S)c2ccccc2[nH]1`?
Lamin A splicing: -1%; GoLoco inh red: 12%; SMN2 splice enh: 9%; TRb SRC2 PPI: -20%; ALDH1A1 block: 7.1µM*; TR SRC2 fluor cs: 1%; RECQ1 inh: inactive; JMJD2E inh: -4%

What do the screens show for `CN(CCCn1c(=S)[nH]c2ncccc2c1=O)Cc1ccccc1`?
Lamin A splicing: -3%; GoLoco inh red: 3%; SMN2 splice enh: 9%; TRb SRC2 PPI: -5%; ALDH1A1 block: -9%; TR SRC2 fluor cs: 0%; RECQ1 inh: -6%; JMJD2E inh: -6%

What do the screens show for `CC(=O)Nc1ccc(OC(=O)c2c(-c3ccccc3Cl)noc2C)cc1`?
Lamin A splicing: 7%; GoLoco inh red: 7%; SMN2 splice enh: 15%; TRb SRC2 PPI: -1%; ALDH1A1 block: 11%; TR SRC2 fluor cs: -1%; RECQ1 inh: inconclusive; JMJD2E inh: 5%

How did COCCNc1nnc(SCC(=O)c2c[nH]c3ccccc23)s1 do in these assays?
Lamin A splicing: -14%; GoLoco inh red: 5%; SMN2 splice enh: -11%; TRb SRC2 PPI: 2%[53 µM]; ALDH1A1 block: 9%; TR SRC2 fluor cs: 1%[53 µM]; RECQ1 inh: 7%; JMJD2E inh: 8%

Results for O=C(NNc1cccc(Cl)c1)c1cccnc1Oc1ccccc1 ?
GoLoco inh red: 9%; TRb SRC2 PPI: -3%; ALDH1A1 block: inconclusive; TR SRC2 fluor cs: 0%; RECQ1 inh: -8%; JMJD2E inh: -20%

How did CC(C)(C)C1CCc2c(sc(NC(=O)c3cccs3)c2C(N)=O)C1 (stereo not given) do in these assays?
Lamin A splicing: -6%; GoLoco inh red: -3%; SMN2 splice enh: -21%; TRb SRC2 PPI: -23%; ALDH1A1 block: inconclusive; TR SRC2 fluor cs: 0%; RECQ1 inh: -2%; JMJD2E inh: -2%

What do the screens show for `CCN(CC)c1ccc(C=C2C(=O)OC(c3ccccc3)OC2=O)cc1` (stereo not given)?
GoLoco inh red: 3%; SMN2 splice enh: -3%; TRb SRC2 PPI: 0%; ALDH1A1 block: 0.28µM*; TR SRC2 fluor cs: -1%; RECQ1 inh: 13%; JMJD2E inh: -23%

What do the screens show for `Cc1cc2ncn(CCOc3ccccc3)c2cc1C`?
Lamin A splicing: 5%; GoLoco inh red: 0%; SMN2 splice enh: -2%; TRb SRC2 PPI: 1%; ALDH1A1 block: 5%; TR SRC2 fluor cs: 1%; RECQ1 inh: inactive; JMJD2E inh: 1%

Results for O=C(O)C1CCCCC1C(=O)Nc1ccc(-c2ccccc2)cc1 (stereo not given) ?
Lamin A splicing: inconclusive; GoLoco inh red: 8%; SMN2 splice enh: 27%; TRb SRC2 PPI: 3%; ALDH1A1 block: -12%; TR SRC2 fluor cs: 0%; RECQ1 inh: inactive; JMJD2E inh: -5%

What do the screens show for `O=c1n(Cc2ccc(F)cc2)nc2n1-c1ccccc1SC2`?
GoLoco inh red: -4%; TRb SRC2 PPI: -4%; TR SRC2 fluor cs: 0%; RECQ1 inh: 3%; JMJD2E inh: 9%

What do the screens show for `CCOC(=O)c1c(NC(=O)c2cccs2)sc(CC)c1-c1cccs1`?
Lamin A splicing: inconclusive; GoLoco inh red: 3%; SMN2 splice enh: -19%; TRb SRC2 PPI: -5%; ALDH1A1 block: inconclusive; TR SRC2 fluor cs: 1%; RECQ1 inh: 1%; JMJD2E inh: inconclusive

Results for CCOC(=O)/C(C#N)=C/c1ccc(N2CCN(C)CC2)cc1 ?
Lamin A splicing: 0%; GoLoco inh red: 4%; SMN2 splice enh: 5%; TRb SRC2 PPI: 3%; ALDH1A1 block: inconclusive; TR SRC2 fluor cs: -48%; RECQ1 inh: -7%; JMJD2E inh: -22%

What do the screens show for `Cc1ccc2[nH]c(=O)c(CN(Cc3ccccc3)C(=S)NCCCN(C)C)cc2c1`?
Lamin A splicing: inconclusive; GoLoco inh red: 0%; TRb SRC2 PPI: -7%; ALDH1A1 block: -5%; TR SRC2 fluor cs: -5%; RECQ1 inh: 6%; JMJD2E inh: inconclusive

What do the screens show for `Cc1cc(C)n(CCN(C)C(=O)CCc2nnc(CCC3CCCCC3)o2)n1`?
Lamin A splicing: 2%[46 µM]; GoLoco inh red: 9%; TRb SRC2 PPI: -4%; ALDH1A1 block: -5%; TR SRC2 fluor cs: -5%; RECQ1 inh: 13%; JMJD2E inh: inconclusive

Results for O=C(c1ccc(Cl)cc1)N1CCn2c1nc1ccccc12 ?
Lamin A splicing: -5%[46 µM]; GoLoco inh red: 5%; SMN2 splice enh: inconclusive; TRb SRC2 PPI: 0%; ALDH1A1 block: 3%; TR SRC2 fluor cs: -5%; RECQ1 inh: inactive; JMJD2E inh: 9%

What do the screens show for `COc1ccc(-c2nc(-n3c(C)c(C(C)=O)c(C(C)=O)c3C)sc2C)cc1`?
Lamin A splicing: 2%; GoLoco inh red: 4%; SMN2 splice enh: -46%[inhibitor]; TRb SRC2 PPI: -6%; ALDH1A1 block: inconclusive; TR SRC2 fluor cs: -9%; RECQ1 inh: -2%; JMJD2E inh: -1%

What do the screens show for `Nc1n[nH]c(-c2cccc([N+](=O)[O-])c2)n1`?
Lamin A splicing: inconclusive; GoLoco inh red: 8%; SMN2 splice enh: 4%; TRb SRC2 PPI: -2%; ALDH1A1 block: -1%; TR SRC2 fluor cs: -1%; RECQ1 inh: -5%; JMJD2E inh: 4%

How did COC(=O)C1C(=O)C(C(=O)/C=C/c2ccccc2)C(=O)CC1(C)C (stereo not given) do in these assays?
Lamin A splicing: -23%[9.22 µM]; GoLoco inh red: -3%; SMN2 splice enh: -52%[inhibitor]; TRb SRC2 PPI: -5%; ALDH1A1 block: 7%; TR SRC2 fluor cs: -3%; RECQ1 inh: -1%; JMJD2E inh: -12%

What do the screens show for `COc1cccc(CN(C)CC(=O)Nc2sc3c(c2C#N)CCC3)c1OC`?
Lamin A splicing: inconclusive; GoLoco inh red: 14%; SMN2 splice enh: -48%[inhibitor]; TRb SRC2 PPI: 7%; ALDH1A1 block: 25µM*; TR SRC2 fluor cs: -2%; RECQ1 inh: inconclusive; JMJD2E inh: inconclusive

Results for COc1ccc(NC(=O)CSc2nnc(-c3ccccn3)n2-c2ccccc2)cc1OC ?
Lamin A splicing: -7%; GoLoco inh red: 8%; SMN2 splice enh: 32%; TRb SRC2 PPI: -4%; ALDH1A1 block: -2%; TR SRC2 fluor cs: -1%; RECQ1 inh: 14%; JMJD2E inh: 5%

How did c1ccc(-c2nnn(C34CC5CC(CC(C5)C3)C4)n2)cc1 do in these assays?
Lamin A splicing: 2%; GoLoco inh red: 3%; SMN2 splice enh: inconclusive; TRb SRC2 PPI: 4%; ALDH1A1 block: 4%; TR SRC2 fluor cs: 2%; RECQ1 inh: inactive; JMJD2E inh: 10%

How did CC12CC3CC(C)(C1)CC(C(=O)NC(=S)N1CCOCC1)(C3)C2 do in these assays?
Lamin A splicing: 0%[0.0737 µM]; GoLoco inh red: 172%[activator]; SMN2 splice enh: -8%; TRb SRC2 PPI: 9%; ALDH1A1 block: -7%; TR SRC2 fluor cs: 1%; RECQ1 inh: -5%; JMJD2E inh: 1%
